Wnt bcat act: Wnt/beta-catenin pathway activators, primary screen, cell-based, plate reader, single point | 300,000 compounds, 1.2% hits | activation, % at 9.35 µM | Wnt/beta-catenin reporter cell assay, activator | AID 743398, 2014; in the data active means activation above about 30%, passing the limit was not always enough;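 further: 0% = neutral control wells and 100% = positive control wells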
HTR5A inv ag: HTR5A inverse agonists in luminescence cell assay, primary screen, counter-screen for OPRM1-OPRD1 heterodimer inverse agonist project, full-deck HTS. HTR5A cell line, inverse agonism. 340,000 compounds, 0.083% hits. 5-hydroxytryptamine receptor 5A (Homo sapiens), P47898. inhibition, % at 9.3 µM; in the data active means inhibition mostly above about 23%, no sharp cut-off; inactive means mostly below about 18%;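 further: 0% = cells with DMSO and 100% = no-cell wells with DMSO; some compounds called inactive have numbers as strong as hits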
Target sequence (P47898 whole entry, looked up): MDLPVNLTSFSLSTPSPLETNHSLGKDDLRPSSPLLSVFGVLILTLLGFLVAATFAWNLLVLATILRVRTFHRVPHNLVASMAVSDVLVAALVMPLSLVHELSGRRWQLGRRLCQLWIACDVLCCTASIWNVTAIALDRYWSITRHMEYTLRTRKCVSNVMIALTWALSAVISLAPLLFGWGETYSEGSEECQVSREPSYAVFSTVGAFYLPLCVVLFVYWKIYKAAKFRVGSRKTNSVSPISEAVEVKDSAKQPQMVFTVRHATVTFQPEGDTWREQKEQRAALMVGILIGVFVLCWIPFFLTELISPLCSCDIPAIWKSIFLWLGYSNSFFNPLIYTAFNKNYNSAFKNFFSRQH
PvdQ inh: P. aeruginosa PvdQ acylase inhibitors, primary screen, biochemical, fluorescence, plate reader and imaging, single point; PvdQ acylase [Pseudomonas aeruginosa LESB58]; purified PvdQ acylase; 340,000 compounds, 0.063% hits; AID 488965, 2010; inhibition, % at 10 µM; in the data active means inhibition above about 30%, passing the limit was not always enough;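 further: 0% = vehicle neutral wells and 100% = reference inhibitor wells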
NSD2 inh: NSD2 histone methyltransferase inhibitors, primary screen, biochemical, AlphaScreen, single concentration, set 2 | 310,000 compounds, 0.54% hits | Histone-lysine N-methyltransferase NSD2 (Homo sapiens), O96028 | NSD2 peptide methylation, 120 min | inhibition, % at 12.5 µM; in the data active means inhibition above about 50%
SR-BI DiI inh: inhibitors of SR-BI mediated HDL lipid uptake, primary screen, ldlA[mSR-BI] cells, fluorescence, single point. Scavenger receptor class B member 1 (Mus musculus), Q61009. ldlA[mSR-BI] CHO cells, DiI-HDL uptake fluorescence, 3 h. inhibition, % at 12.5 µM. 320,000 compounds, 0.96% hits. AID 488896, 2010;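 active means mean replicate inhibition of at least 70% and a set share of replicates each scoring 70 or more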;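 further: 0% = median of neutral control wells and 100% = median of positive control wells; values of inactives mirror those of a sister screen read the other way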
HTR5A ag ctr: HTR5A agonists in luminescence cell assay, primary screen, counter-screen for OPRM1-OPRD1 heterodimer agonist project, full-deck HTS | 5-hydroxytryptamine receptor 5A (Homo sapiens), P47898 | cell-based | activation, % at 9.3 µM | 340,000 compounds, 0.61% hits | AID 504692, 2011; in the data active means activation mostly above about 9.5%, no sharp cut-off; inactive means mostly below about 7.6%;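 further: 0% = cells with vehicle only and 100% = reference agonist; strong numbers were not always called active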
V-ATPase pHluor: regulators of yeast V-ATPase proton pumping, primary screen, pHLuorin cytosolic pH fluorescence | S. cerevisiae | response, % at 10 µM | 350,000 compounds, 0.37% hits | AID 504577, 2011; in the data active means response mostly above about 7.3%, no sharp cut-off; inactive means mostly below about 5.4%; further: actives read high; inactives centre near 0; some compounds called inactive have numbers as strong as hits; reference of the scale not given here
dFosB act: activators of delta FosB homodimer, primary screen, biochemical, fluorescence polarization, TAMRA-CDK5 oligo, single point | purified delta FosB; percent of positive-control signal above neutral wells | AID 493131, 2011 | Protein FosB (Mus musculus), P13346 | 340,000 compounds, 0.99% hits | activation, % at 25 µM;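 active means mean activation above about 17%, with every replicate also reaching it, limit read from the data, passing the limit was not always enough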;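 further: fluorescence polarization rise as delta FosB binds a TAMRA Cdk5 AP-1 oligo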
MITF TRPM1 HTS: activators of MITF-driven TRPM1 promoter reporter, primary screen, cell-based, SK-MEL-5, luciferase, single point; activation, % at 12.5 µM; 300,000 compounds, 0.75% hits; SK-MEL-5 TRPM1-promoter luciferase, 24 h; % of positive control, neutral wells = 0; AID 588334, 2011;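 active means mean activation of at least 80% with every replicate also reaching 80%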;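 further: 0% = neutral control wells and 100% = parthenolide positive control wells; values of inactives mirror those of a sister screen read the other way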
CDK5 p35 inh: inhibitors of human CDK5/p35 kinase, primary screen, biochemical, single concentration | inhibition, % at 10 µM | Recombinant CDK5/p35, ADP-Glo luminescence, 60 min | AID 488839, 2010 | 330,000 compounds, 0.01% hits | Cyclin-dependent kinase 5 (Homo sapiens) + Cyclin-dependent kinase 5 activator 1 (Homo …;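 active means highest replicate inhibition of at least 50% and at least 75% of replicates reaching 50%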;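 further: plate controls were DMSO neutral control for no effect and GW8510 at 10 µM for full effect; many of its hits are not listed in these tables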
Target sequence (Q00535 whole entry, looked up): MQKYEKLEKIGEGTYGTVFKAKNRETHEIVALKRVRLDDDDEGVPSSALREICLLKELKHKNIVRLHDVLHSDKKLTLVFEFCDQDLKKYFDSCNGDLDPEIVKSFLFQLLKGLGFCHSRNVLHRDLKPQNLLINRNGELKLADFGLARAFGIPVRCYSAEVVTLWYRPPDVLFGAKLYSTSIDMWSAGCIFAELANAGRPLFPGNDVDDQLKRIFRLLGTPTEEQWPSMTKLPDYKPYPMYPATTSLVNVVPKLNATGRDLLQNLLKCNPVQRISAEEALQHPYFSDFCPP
Target sequence (Q15078 whole entry, looked up): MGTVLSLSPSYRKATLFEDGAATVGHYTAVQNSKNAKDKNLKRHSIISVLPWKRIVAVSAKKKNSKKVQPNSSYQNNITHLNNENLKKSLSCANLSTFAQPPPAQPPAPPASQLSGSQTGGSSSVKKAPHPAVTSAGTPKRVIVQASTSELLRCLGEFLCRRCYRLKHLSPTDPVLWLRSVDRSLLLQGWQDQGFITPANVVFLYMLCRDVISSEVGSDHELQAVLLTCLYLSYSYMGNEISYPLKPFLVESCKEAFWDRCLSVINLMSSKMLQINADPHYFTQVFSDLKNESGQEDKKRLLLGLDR
An asterisk follows results filed as active; / = no result given. Some of the compounds tested. The share of hits here may be higher or lower than overall.

SMILES,Wnt bcat act,HTR5A inv ag,PvdQ inh,NSD2 inh,SR-BI DiI inh,HTR5A ag ctr,V-ATPase pHluor,dFosB act,MITF TRPM1 HTS,CDK5 p35 inh
OC(c1cccc(Cl)c1)(c1cccc(Cl)c1)C1CN2CCC1CC2 (stereo not given),-1,10,-11,-1,-13,-4,0,-10,0,-4.0
Cc1c(C(c2ccc(Cl)cc2Cl)c2c(O)c3ccccc3oc2=O)c(=O)n(-c2ccccc2)n1C (stereo not given),-3,-20,-9,-4,-12,7,-1,-4,1,-1.3
COc1ccc(CCNC(=O)c2c(N)n(CCN3CCOCC3)c3nc4ccccc4nc23)cc1,/,-8,-8,-2,12,3,0,12,-3,-0.2
CNC(=S)N/N=C1\C2CN3CCN(C2)CC1(c1ccccc1)C3,1,-9,-6,-2,-1,7,0,0,13,-1.8
C[C@]12CCC3C(CC[C@@H]4C[C@H](O)CC[C@]34C)C1CCC2=O (stereo not given in full),-15,2,-6,0,4,-1,6,-15,2,-0.4
Cc1c(N=Nc2c(O)n(C)c(=O)n(C)c2=O)c(=O)n(-c2ccccc2)n1C,0,-13,-3,-2,3,0,-2,-5,16,-6.0
CCOC(=O)c1c(NC(=O)c2c(N)n(CCCOC)c3nc4ccccc4nc23)sc2c1CCCC2,-9,15,-1,0,-3,-5,-1,1,-14,0.0
O=C(c1cccnc1)c1cc2ccccc2[nH]1,7,9,-11,-1,-2,0,-4,2,21,1.5
Fc1cccc(C2NCCc3[nH]cnc32)c1 (stereo not given),-2,-11,-8,-2,-12,4,0,3,-5,-1.1
CCN(CC)C(=O)c1ccc(NC(=O)c2cccc(C(F)(F)F)c2)cc1,-3,-8,-7,-10,32,3,1,-2,13,-2.0
COc1cc(Cn2c(N)c(C(=O)NCc3ccco3)c3nc4ccccc4nc32)cc(OC)c1OC,5,-17,-11,/,-12,0,1,-6,13,0.3
COCCOC(=O)c1c(N)n(Cc2ccccc2)c2nc3ccccc3nc12,-4,23,-16,0,5,1,2,-3,-7,-0.1
COC1C(O)C(C)OC(OC2C(Oc3cccc4c(O)c5c(=O)oc6ccc(C)c7c(=O)oc(c34)c5c67)OC(C)C(O)C2O)C1O (stereo not given),6,-1,-11,66*,4,0,8,13,-48,-1.5
O=c1[nH]c(=S)n(CCC2=CCCCC2)c(O)c1C=NCc1cccnc1,-8,-21,-10,0,17,8,-1,1,-1,0.9
COC(=O)C1=C(c2ccc(OC)c(OC)c2)C[C@@H]2CC[C@H]1N2C(=O)N1CCc2cc(OC)c(OC)cc2C1,-2,12,-14,/,21,4,-1,-6,11,-1.8
c1ccc(C2CC3CC(c4ccco4)N2O3)cc1 (stereo not given),-3,-8,-11,0,5,1,-1,0,0,0.2
CCOC(=O)CCN=Cc1c(O)n(-c2ccc(Br)cc2)c(=O)[nH]c1=O,/,-6,1,0,-2,4,-3,-7,6,0.1
O=C(COC(=O)c1ccc(O)cc1)Nc1ccc(Cl)cc1C(=O)c1ccccc1,-7,9,-15,3,27,3,-1,-10,58,-0.3
CN(C(=O)CN1CC=C(c2ccccc2)CC1)c1c(N)n(Cc2ccccc2)c(=O)[nH]c1=O,-2,-22,-12,-1,-17,8,-1,4,-11,1.1
O=C(CF)NC(NC(=S)Nc1ccccc1O)C(Cl)(Cl)Cl (stereo not given),1,-9,6,6,-1,3,-3,-6,8,2.3
Cc1cc(CN(C)C)c(OC(=O)N(C)C)cc1C,-3,0,-20,-1,-21,0,2,-3,2,0.0
CCn1cc(C(=O)NCc2ccccc2)c2ccccc21,-1,-2,-7,4,30,1,0,-5,17,-1.4
CCOCC(=O)NC1CCSC1=O (stereo not given),3,0,-11,0,12,2,3,0,-9,0.4
CCCCC(=O)N/N=C/c1c(O)n(CCc2ccc(OC)c(OC)c2)c(=O)[nH]c1=O,/,3,0,-2,-12,-1,0,4,-2,-0.3

A portion from the list above, as a working copy:
SMILES,Wnt bcat act,HTR5A inv ag,PvdQ inh,NSD2 inh,SR-BI DiI inh,HTR5A ag ctr,V-ATPase pHluor,dFosB act,MITF TRPM1 HTS,CDK5 p35 inh
COC1C(O)C(C)OC(OC2C(Oc3cccc4c(O)c5c(=O)oc6ccc(C)c7c(=O)oc(c34)c5c67)OC(C)C(O)C2O)C1O (stereo not given),6,-1,-11,66*,4,0,8,13,-48,-1.5
O=c1[nH]c(=S)n(CCC2=CCCCC2)c(O)c1C=NCc1cccnc1,-8,-21,-10,0,17,8,-1,1,-1,0.9
COC(=O)C1=C(c2ccc(OC)c(OC)c2)C[C@@H]2CC[C@H]1N2C(=O)N1CCc2cc(OC)c(OC)cc2C1,-2,12,-14,/,21,4,-1,-6,11,-1.8
c1ccc(C2CC3CC(c4ccco4)N2O3)cc1 (stereo not given),-3,-8,-11,0,5,1,-1,0,0,0.2
CCOC(=O)CCN=Cc1c(O)n(-c2ccc(Br)cc2)c(=O)[nH]c1=O,/,-6,1,0,-2,4,-3,-7,6,0.1

(further entries)
SMILES,Wnt bcat act,HTR5A inv ag,PvdQ inh,NSD2 inh,SR-BI DiI inh,HTR5A ag ctr,V-ATPase pHluor,dFosB act,MITF TRPM1 HTS,CDK5 p35 inh
c1ccc(-c2nc(N3CCOCC3)s[n+]2-c2ccccc2)cc1,/,15,-9,-2,15,-4,1,-1,29,-1.9
O=C(COc1ccccc1)N1CCN(C/C=C/c2ccccc2)CC1,/,-4,-11,-4,6,2,1,-8,-1,0.3
COc1ccccc1OCC(=O)N1CCCC(N(C)Cc2ccccc2)C1 (stereo not given),7,-14,11,2,-11,7,-11,-6,-2,-0.7
O=C(Cc1ccccc1)Oc1cccc(-n2cnnn2)c1,-1,6,0,0,-20,-2,0,1,3,0.0
CCCCCc1cc(O)c2c3c(c(=O)oc2c1)CN(C)CC3,-1,-15,-6,-2,32,0,7,-3,12,1.0
COC(=O)c1ccccc1OP1(=O)COc2ccccc2OC1,1,-12,-15,-1,-11,5,0,1,-5,-2.1
Cn1c(O)c(/C=N/c2ccccn2)c(=O)n(C)c1=O,-2,-6,-3,4,-8,-2,0,-3,-1,-0.4
CC(C)(C)C(=O)OCC12CCC(O1)C1(C)C(=O)OCC21 (stereo not given),-2,-5,-11,-2,-32,-1,-1,0,-7,1.2
COc1ccc(CN2Cc3cnnn3-c3ccccc3C2C#N)cc1 (stereo not given),-2,22,-13,/,5,-6,3,-16,-97,-0.9
Cc1ccc(S(=O)(=O)N(C)C/N=C(\N)N[N+](=O)[O-])cc1,0,/,-10,0,-14,/,2,-4,10,-2.3
CN(C)C(=O)CSc1nnc([C@@H](N)Cc2ccccc2)o1,/,5,-2,-1,-34,-2,0,-2,-4,-1.3
CC1=CC2OC3CC4OC(=O)C=CC=CC(=O)OCCC(C)C(O)C(=O)OCC2(CC1)C4(C)C31CO1 (stereo not given),-26,-16,-15,2,5,4,-10,-7,/,-3.3
COc1ccc(C(=O)Cn2c(NCCCl)nc3ccccc32)cc1,1,1,-15,-3,1,0,-4,4,/,0.7
O=C(NC(=S)N1C[C@H]2C[C@H](C1)c1cccc(=O)n1C2)c1ccc(F)cc1,-1,-8,-12,/,43,6,0,-1,/,1.2
CC#CP(=O)(OC)C(O)(CF)c1ccccc1 (stereo not given),-3,-8,-2,-3,-11,3,-2,2,-7,-0.8
COc1cccc(-c2nn(Cc3ccccc3)cc2C(=O)O)c1,-4,-2,-16,-1,/,1,1,-5,-9,-0.2
O=S(=O)(NC1CCCC1)OCC(Cl)(Cl)Cl,1,0,5,/,-5,-2,-1,2,6,-1.0
O=P(c1ccccc1)(c1ccccc1)N1CCCCC1,/,17,-11,0,-9,-4,0,9,-1,2.0
CCCn1c(C(=O)c2ccccc2)nc2ccccc21,0,3,4,-10,1,-1,0,0,14,1.6
C[C@]12CCC(=O)C=C1CC[C@@H]1[C@@H]2CC[C@@]2(C)[C@H]1CC[C@]2(C)O,1,-3,-9,/,-4,1,-3,0,9,-1.6
C[C@@H]1CC[C@@]2(NC1)O[C@H]1C[C@H]3[C@@H]4CC=C5C[C@@H](O)CC[C@]5(C)[C@H]4CC[C@]3(C)[C@H]1[C@@H]2C,/,-15,4,/,-10,4,-2,-2,-7,-0.3
CCCCC1(CC)COP(=O)(OCC(Cl)(Cl)Cl)OC1 (stereo not given),-6,-3,6,-2,-3,1,0,-2,10,-0.1

One compound at a time, as listed above. Order of screens: Wnt bcat act, HTR5A inv ag, PvdQ inh, NSD2 inh, SR-BI DiI inh, HTR5A ag ctr, V-ATPase pHluor, dFosB act, MITF TRPM1 HTS, CDK5 p35 inh
Shown for `CC#CP(=O)(OC)C(O)(CF)c1ccccc1` (stereo not given) → -3, -8, -2, -3, -11, 3, -2, 2, -7, -0.8
Shown for `CCCCC1(CC)COP(=O)(OCC(Cl)(Cl)Cl)OC1` (stereo not given) → -6, -3, 6, -2, -3, 1, 0, -2, 10, -0.1
Shown for `O=S(=O)(NC1CCCC1)OCC(Cl)(Cl)Cl` → 1, 0, 5, /, -5, -2, -1, 2, 6, -1.0

Screening data (PubChem)
